PvdQ inh – P. aeruginosa PvdQ acylase inhibitors, primary screen, biochemical, fluorescence, plate reader and imaging, single point; AID 488965, 2010; purified PvdQ acylase; inhibition, % at 10 µM; hit rate 0.063% among 340,000; in the data active = inhibition above about 30%, passing the limit was not always enough;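 note: 0% = vehicle neutral wells and 100% = reference inhibitor wells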
SR-BI DiI-HDL act – activators of SR-BI mediated DiI-HDL uptake, primary screen, ldlA[mSR-BI] CHO cells, DiI fluorescence; 3 h; 100 = double the neutral-control signal; activation, % at 12.5 µM; hit rate 0.096% among 320,000;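 active = mean replicate activation of at least 60% and every replicate at or above 60%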;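 note: 0% = median plate neutral-control signal and 100% = twice that signal; values of inactives mirror those of a sister screen read the other way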
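Material – SR-BI-overexpressing, LDLR-lacking CHO cells · Medium – BSA-supplemented, HEPES-buffered Ham's F12, pH 7.4 · Doses – single concentration · Times – compound with DiI-HDL co-incubation, 3 h at 37 °C · Measured by – bottom-read fluorescence, 550/595 nm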
CDK5 inh – inhibitors of human CDK5/p35 kinase, primary screen, biochemical, single concentration | Cyclin-dependent kinase 5 (Homo sapiens) + Cyclin-dependent kinase 5 activator 1 (Homo … | Recombinant CDK5/p35, ADP-Glo luminescence, 60 min | inhibition, % at 10 µM | hit rate 0.01% among 330,000 | AID 488839, 2010;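 active = highest replicate inhibition of at least 50% and at least 75% of replicates reaching 50%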;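 note: plate controls were DMSO neutral control for no effect and GW8510 at 10 µM for full effect; many of its hits are not listed in these tables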
dFosB activator – activators of delta FosB homodimer, primary screen, biochemical, fluorescence polarization, TAMRA-CDK5 oligo, single point; purified delta FosB; percent of positive-control signal above neutral wells; activation, % at 25 µM; Protein FosB (Mus musculus), P13346; hit rate 0.99% among 340,000; AID 493131, 2011;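 active = mean activation above about 17%, with every replicate also reaching it, limit read from the data, passing the limit was not always enough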;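 note: fluorescence polarization rise as delta FosB binds a TAMRA Cdk5 AP-1 oligo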
Target sequence (P13346 whole entry, looked up): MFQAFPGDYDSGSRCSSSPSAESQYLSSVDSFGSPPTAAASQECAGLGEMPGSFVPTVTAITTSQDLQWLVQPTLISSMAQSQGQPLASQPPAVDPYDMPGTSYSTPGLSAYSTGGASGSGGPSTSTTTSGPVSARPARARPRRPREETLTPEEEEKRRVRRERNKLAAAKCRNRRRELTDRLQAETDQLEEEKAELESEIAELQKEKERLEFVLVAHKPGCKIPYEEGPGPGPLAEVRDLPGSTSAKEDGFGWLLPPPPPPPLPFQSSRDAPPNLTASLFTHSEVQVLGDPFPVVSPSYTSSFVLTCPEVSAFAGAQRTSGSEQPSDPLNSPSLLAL
Rtt109 HAT inh – inhibitors of C. albicans Rtt109/Vps75 HAT, primary screen, biochemical, ThioGlo CoA-SH fluorescence, plate reader; purified Rtt109/Vps75, 4 h; Histone acetyltransferase RTT109 (Candida albicans (strain SC5314 / ATCC MYA-2876)), …; inhibition, % at 34.9 µM; AID 540336, 2011; hit rate 0.16% among 330,000;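 active = inhibition of at least 50% in every replicate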
HTR5A ag ctr – HTR5A agonists in luminescence cell assay, primary screen, counter-screen for OPRM1-OPRD1 heterodimer agonist project, full-deck HTS | cell-based | hit rate 0.61% among 340,000 | AID 504692, 2011 | activation, % at 9.3 µM; in the data active = activation mostly above about 9.5%, no sharp cut-off; inactive = mostly below about 7.6%;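 note: 0% = cells with vehicle only and 100% = reference agonist; strong numbers were not always called active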
RTF Ca sens act – cardiac RTF calcium sensitivity activators, primary screen, biochemical, IANBD-TnC fluorescence, EC20 calcium. Troponin I, cardiac muscle (Homo sapiens) + Troponin T, cardiac muscle (Homo sapiens) + …. IANBD-labeled TnC RTF fluorescence at EC20 calcium; 0% EC20 calcium, 100% full calcium. activation, % at 7.2 µM. hit rate 0.24% among 340,000;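 active = activation above the mean over all tested compounds plus 3 SD, cut at about 30% in these data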;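 note: rise in fluorescence read as greater calcium sensitivity of cardiac thin filaments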
SR-BI HDL uptake – inhibitors of SR-BI mediated HDL lipid uptake, primary screen, ldlA[mSR-BI] cells, fluorescence, single point | hit rate 0.96% among 320,000 | inhibition, % at 12.5 µM | ldlA[mSR-BI] CHO cells, DiI-HDL uptake fluorescence, 3 h;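 active = mean replicate inhibition of at least 70% and a set share of replicates each scoring 70 or more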;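 note: 0% = median of neutral control wells and 100% = median of positive control wells; values of inactives mirror those of a sister screen read the other way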
Target sequence (Q61009 whole entry, looked up): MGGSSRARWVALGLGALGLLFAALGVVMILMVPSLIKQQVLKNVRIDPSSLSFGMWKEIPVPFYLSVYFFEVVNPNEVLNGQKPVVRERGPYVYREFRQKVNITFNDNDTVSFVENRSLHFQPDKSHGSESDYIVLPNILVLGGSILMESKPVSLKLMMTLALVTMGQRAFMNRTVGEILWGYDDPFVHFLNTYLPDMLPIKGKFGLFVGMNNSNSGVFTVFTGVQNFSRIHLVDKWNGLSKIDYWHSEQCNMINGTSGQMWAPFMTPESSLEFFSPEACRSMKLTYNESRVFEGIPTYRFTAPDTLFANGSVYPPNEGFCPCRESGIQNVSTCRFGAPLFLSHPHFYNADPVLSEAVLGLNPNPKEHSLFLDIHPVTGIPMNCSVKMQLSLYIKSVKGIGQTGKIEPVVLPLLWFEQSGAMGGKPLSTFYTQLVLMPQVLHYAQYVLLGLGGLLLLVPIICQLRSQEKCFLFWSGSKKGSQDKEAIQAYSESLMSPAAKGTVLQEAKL
MITF TRPM1 HTS – activators of MITF-driven TRPM1 promoter reporter, primary screen, cell-based, SK-MEL-5, luciferase, single point | hit rate 0.75% among 300,000 | activation, % at 12.5 µM | SK-MEL-5 TRPM1-promoter luciferase, 24 h; % of positive control, neutral wells = 0;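 active = mean activation of at least 80% with every replicate also reaching 80%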;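 note: 0% = neutral control wells and 100% = parthenolide positive control wells; values of inactives mirror those of a sister screen read the other way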
Wnt act – Wnt/beta-catenin pathway activators, primary screen, cell-based, plate reader, single point; AID 743398, 2014; hit rate 1.2% among 300,000; activation, % at 9.35 µM; Wnt/beta-catenin reporter cell assay, activator; in the data active = activation above about 30%, passing the limit was not always enough;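 note: 0% = neutral control wells and 100% = positive control wells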
An asterisk follows results filed as active; . = no result given; & = joins results of further samples. Random draw from the library; about 4.4% have a hit in one of these screens.

SMILES	PvdQ inh	SR-BI DiI-HDL act	CDK5 inh	dFosB activator	Rtt109 HAT inh	HTR5A ag ctr	RTF Ca sens act	SR-BI HDL uptake	MITF TRPM1 HTS	Wnt act
Cc1cc(C)n2nc(SCC(=O)NC(=O)c3ccccc3Cl)nc2n1	-13.9	4.5	-3.6	-3.4	0.0	-0.1	-2.6	-4.5	-4.5	-1.3
Cc1cc(OCCCC(=O)NNC(=O)c2ccncc2)ccc1Cl	2.5	14.1	-1.7	-0.9	7.6	3.6	-1.2	-14.1	-11.9	-0.2
Cc1ccc(-c2nnc(CSc3nnc(COc4ccccc4)n3-c3ccc(C)cc3)o2)cc1	7.3	2.2	0.6	-13.5	25.9	4.0	2.7	-2.2	-16.2	-5.3
CC(C)(C)C(=O)Nc1ccccc1C(=O)NCCCn1ccnc1	-5.8	7.2	0.5	2.7	1.6	-0.1	-2.9	-7.2	-5.3	-0.6
FC(F)(F)COc1nc(N/N=C/c2cccnc2)nc(N2CCCCC2c2ccccn2)n1 (stereo unspecified)	-3.6	-24.3	1.3	-25.9	13.5	0.7	2.8	24.3	-3.1	0.4
COc1ccc(-n2cnnc2SCC(=O)NCc2cccs2)cc1	-16.8	-6.0	0.3	4.5	-4.9	4.0	-6.1	6.0	10.2	-3.8
COCCCn1c(SCC(=O)NC2CCCC2)nnc1-c1ccncc1	-9.2	10.0	-1.0	-6.7	-4.3	-1.6	-1.9	-10.0	-6.8	-3.2
O=C1N/C(=N/N=C/c2ccccc2)SC1(c1ccccc1)c1ccccc1	-1.4	32.2	1.9	-3.7	-2.1	-0.8	-2.2	-32.2	-1.2	0.5
Cc1cc(=O)[nH]c(SCC(=O)NNC(=O)Cc2ccccc2)n1	0.8	3.1	-0.2	-8.3	6.3	-1.1	4.2	-3.1	-2.5	8.6
COc1ccc2cc(CN(CCc3ccccc3)Cc3nnnn3CC3CCCO3)c(=O)[nH]c2c1 (stereo unspecified)	9.6	2.6	2.7	5.3	-30.3	-4.2	3.6	-2.6	-2.5	-3.7
CN1C(=O)C2C=CC1C1C(=O)N(c3ccccc3)C(=O)C21 (stereo unspecified)	-13.7	17.2	-0.5	-0.5	12.6	0.4	-0.9	-17.2	88.7*	.
Nc1ccn([C@H]2C[C@H](O)[C@@H](CO)O2)c(=O)n1	-8.7&-17.8	3.1&36.4	0.0&0.5	-0.5&-5.3	5.3&7.7	-0.5&0.8	-3.5&17.6	-3.1&-36.4	-2.2&-1.3	-5.0&-0.7
CCSc1nnc(NC(=O)C2(C)Cc3ccccc3C(=O)O2)s1 (stereo unspecified)	-7.6	25.5	1.6	-2.8	-5.3	1.6	-2.9	-25.5	2.7	.
CC(C)(C)OC(=O)NCCCC[C@H](NC(=O)c1[nH]cnc1C(=O)N[C@@H](Cc1ccccc1)C(=O)OC(C)(C)C)C(=O)OC(C)(C)C	-17.1	64.0*	2.1	-16.6	-2.6	-0.1	-8.9	-64.0	-39.1	-4.9
Cc1cccc(-c2nc(CS(=O)CC(=O)N3CC(C)CC(C)C3)c(C)o2)c1 (stereo unspecified)	0.2	-6.0	2.1	-0.4	-4.4	-0.1	1.7	6.0	10.1	-2.8
N#C/C(=C\Nc1ccc2c(c1)OCCO2)C(=O)NCc1ccco1	-13.4	-21.7	1.6	6.4	-0.7	-4.7	-1.2	21.7	12.7	5.8
COc1cc(C(=O)OCC(=O)N2CCCC2)cc2c1OCCO2	-8.5	-6.3	-0.2	-5.9	-3.6	0.5	4.9	6.3	.	-0.2
COc1cc(OC)c(C(=O)OCCCOC(=O)c2cc(OC)c(OC)cc2OC)cc1OC	-7.3	-20.4	0.0	-2.7	2.2	-0.6	1.3	20.4	-0.8	-0.7
O=C(NCC(O)COc1ccc([N+](=O)[O-])cc1)c1ccccc1 (stereo unspecified)	-9.1	6.3	0.8	-8.0	1.5	-5.5	0.1	-6.3	6.2	-1.3
C[C@@H]1CN([C@H](C)CO)C(=O)c2cc(NS(=O)(=O)c3cn(C)cn3)ccc2O[C@@H]1CN(C)S(C)(=O)=O	-8.0	2.6	-1.0	4.1	-3.9	-1.1	2.4	-2.6	-0.2	0.4
O=C(Oc1ccc2ccc(=O)oc2c1)N1CCOCC1	8.3	6.1	-0.2	-0.1	-10.4	-2.3	7.1	-6.1	8.0	.
O=S(=O)(c1ccc2ccccc2c1)N1CCCCC1	-10.8	-15.0	-3.2	-6.8	-18.5	-0.1	3.4	15.0	-10.6	-0.4
Cc1csc(NC(=O)c2cc3c(s2)CCCCC3)n1	-2.5	-53.8	4.3	-0.9	8.3	7.0	-4.9	53.8	-47.8	.
Cc1ccc(Cl)cc1N1CCN(C(=O)CCCn2c(=O)c3cccn3c3cccnc32)CC1	-12.7	-69.3	-6.6	-8.6	-2.4	-0.2	5.9	69.3	2.6	-2.2
CC(=O)c1c(C)oc2ccc(NS(=O)(=O)c3ccc(C)cc3)cc12	15.9	.	1.4	-1.3	1.3	-1.7	-4.3	.	-4.5	-0.9
O=C(O)CSC1CC(=O)N(c2ccc(Br)cc2)C1=O (stereo unspecified)	9.6	2.8	2.6	-2.3	-11.1	2.5	-6.0	-2.8	.	0.6
CC(C)=C1C2CCC1C1C(=O)N(c3nc(-c4ccc(F)cc4)c(C)s3)C(=O)C21 (stereo unspecified)	3.7	-59.3	-0.8	-2.1	-1.3	-6.0	-5.8	59.3	-15.6	.
O=C(N/N=C/c1ccccn1)c1ccc(Br)o1	7.2	28.3	1.3	-5.9	7.4	3.7	4.6	-28.3	-15.8	-7.9
Cc1ccc(S(=O)(=O)Cc2cn3cccnc3n2)cc1	-14.6	4.4	-0.2	-7.1	-7.1	-7.3	-0.2	-4.4	1.8	.
C/C(=N\Nc1nc2ccccc2[nH]1)c1ccc2c(c1)OCO2	15.6	-23.7	-0.4	26.6*	-9.9	-9.3	2.2	23.7	26.7	.

Printed as active in MITF TRPM1 HTS, among the entries above:
molecule	PvdQ inh	SR-BI DiI-HDL act	CDK5 inh	dFosB activator	Rtt109 HAT inh	RTF Ca sens act	SR-BI HDL uptake	MITF TRPM1 HTS	Wnt act
CN1C(=O)C2C=CC1C1C(=O)N(c3ccccc3)C(=O)C21 (stereo unspecified)	-13.7	17.2	-0.5	-0.5	12.6	-0.9	-17.2	88.7*	.

(listing goes on)
SMILES	PvdQ inh	SR-BI DiI-HDL act	CDK5 inh	dFosB activator	Rtt109 HAT inh	HTR5A ag ctr	RTF Ca sens act	SR-BI HDL uptake	MITF TRPM1 HTS	Wnt act
N#CC(c1ccccc1)c1cnccn1 (stereo unspecified)	-0.6	.	-0.1	7.8	1.7	-0.7	-0.4	.	7.8	-1.3
CC1C(=O)N2CCCc3cc(NC(=O)C4CC4)cc1c32 (stereo unspecified)	-13.3	0.2	2.7	2.4	1.6	6.6	0.8	-0.2	1.3	-3.7
COc1ccc(-c2coc3c(C)c4oc(=O)c(CCC(=O)O)c(C)c4cc23)cc1	-1.7	11.6	1.8	-9.2	1.4	1.6	-0.4	-11.6	-10.0	.
Cc1cc(C)nc(NC(=O)c2ccc(COc3ccccc3Cl)cc2)c1	-9.4	-64.0	0.2	-3.5	.	-1.6	-4.5	64.0	11.4	-1.2
Cc1ccc(NC(=O)CCC(=O)N/N=C/c2ccc(O)cc2)cc1	-4.2	-15.7	-1.4	2.5	-2.6	-2.2	6.8	15.7	9.7	-2.7
O=C(CCc1nnc2n(Cc3ccccc3)c(=O)c3ccccc3n12)NCCN1CCOCC1	11.1	20.5	3.4	-2.8	-0.6	1.9	-7.4	-20.5	7.1	-0.2
CC1CCCN(CC(O)COC(c2ccccc2)c2ccccc2)C1 (stereo unspecified)	-18.0	13.9	1.2	-8.4	15.8	-4.0	-0.1	-13.9	0.5	-1.1
C/C(=N\OCC(=O)NCC(F)(F)F)c1cc2ccccc2o1	-11.6	-7.6	2.2	-7.3	-4.5	-1.8	3.0	7.6	36.5	-3.2
C[C@H]1CN([C@@H](C)CO)C(=O)Cc2cc(NC(=O)Cc3cn(C)c4ccccc34)ccc2O[C@@H]1CN(C)S(=O)(=O)c1cn(C)cn1	-13.6	-7.2	-4.1	-7.7	0.6	-4.3	2.8	7.2	-16.6	-3.2
CCOC(=O)/C(=C\c1c[nH]c2ccccc12)NC(C)=O	-3.7	3.7	-6.5	-8.6	0.4	6.0	24.3	-3.7	-11.1	-1.4
COc1ccc(OC)c(NS(=O)(=O)c2c(C)nc3sccn3c2=O)c1	-11.0	13.8	-1.7	-3.1	6.9	-0.6	-3.5	-13.8	4.3	-2.1
O=C(NC(CC(=O)N1CCCC(C(F)(F)F)C1)c1ccccc1)c1ccccc1Cl (stereo unspecified)	-9.9	0.7	0.2	-15.1	-4.8	2.2	-3.0	-0.7	3.6	-0.9
Cc1ccc(N=C2CCCCCN2C)c(C#N)c1	-7.6	3.5	-0.4	3.5	-0.9	6.6	4.1	-3.5	12.1	2.3
CCCCCC(O)CCC(=O)NNC1=CC(=O)CC(C)(C)C1 (stereo unspecified)	-5.5	12.9	-1.8	-2.7	-5.6	-0.7	-6.2	-12.9	0.9	-1.4
Cc1ccc(NC(=O)COC(=O)C2CSC3(C)CCC(=O)N23)cc1S(=O)(=O)N1CCOCC1 (stereo unspecified)	11.1	5.2	-1.2	-7.9	.	2.1	2.7	-5.2	-6.2	-0.4
Cn1c(C(=O)N2CCc3ccccc3C2)cc2oc3ccccc3c21	-1.2	-7.9	-1.3	4.2	3.3	9.6	-9.4	7.9	60.8	2.6
CSCCC(NS(=O)(=O)c1ccc(Cl)cc1)C(=O)OCC(=O)c1c(C)[nH]c2ccccc12 (stereo unspecified)	5.8	-41.6	-1.1	-13.3	5.5	7.3	15.1	41.6	7.2	.
CN(CC(=O)NCCc1ccccn1)S(=O)(=O)c1ccc(Cl)cc1	-7.5	17.7	1.2	-2.6	-1.7	-1.3	1.0	-17.7	0.1	0.4
Cc1cccc(-c2nnc(-c3cccc4ccccc34)o2)c1	-0.3	-14.9	1.2	-13.2	7.9	2.6	-5.0	14.9	12.8	50.6*
CCOC(=O)C1(Cc2ccc(Cl)cc2)CCN(C(=O)c2cnc(C)cn2)CC1	-13.1	-47.7	0.2	-5.9	-1.7	-2.6	0.0	47.7	5.9	2.8
Cc1ccc(-n2nnnc2SCC(=O)c2c(N)n(C3CC3)c(=O)[nH]c2=O)cc1C	-2.9	14.6	0.5	-11.7	1.6	-4.8	-2.0	-14.6	.	-2.1
CCC(C)(C(=O)NC1CCCC1)N(C(=O)CC1NC(=O)NC1=O)c1ccc(C)cc1 (stereo unspecified)	-11.8	-18.4	.	-5.5	-1.1	8.3	-1.2	18.4	-0.5	-3.2
Cn1c(SCC(=O)Nc2nncs2)nnc1C1CC1	2.3	9.4	-1.1	-5.6	2.1	-2.3	1.6	-9.4	0.1	-1.0

Source: PubChem (several laboratories)
